HT1080 viability = cytotoxicity in HT1080 fibrosarcoma cells, cell-based, fluorescence readout (AID 620). 87,000 tested, 0.42% active. cytotoxicity, % at 10 µM, or EC50 in µM where a hit was titrated. HT1080 viability, fluorescence; higher % means a stronger effect; in the data active = cytotoxicity above about 50%;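 also: cells exposed to compound overnight then 4 h with Alamar Blue; 0% = vehicle DMSO and 100% = killing control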
The depositor's hits bear a star. These rows are one share of the data; count on the stated rates, not on these rows.

SMILES	HT1080 viability
Cc1ccc(N2CC(C(=O)Nc3nccs3)CC2=O)cc1Cl (stereo unspecified)	4%
Cc1ccc(CN2CCCNC2=O)cc1	8%
COc1ccccc1CNC(=O)CN1CCC(NC(=O)c2ccccc2F)CC1	-4%
CCOc1cc(S(=O)(=O)NCc2ccccc2)c(OCC)cc1-n1cnnn1	2%
COc1ccccc1C(=O)Oc1ccc(C(C)(C)C)cc1	1%
CCC1=NN=C(c2ccc(F)cc2)C(c2c[nH]c3ccccc23)N1O (stereo unspecified)	4%
COc1ccc(CN(C(=O)c2cc3ccccc3oc2=O)C2CCCC2)cc1	13%
CCCc1cc(C(=O)Cc2nc3ccccc3s2)c(O)cc1O	-4%
CCC(C)NC(=O)c1c(F)c(F)c(F)c(F)c1F (stereo unspecified)	20%
CCc1c2c(nc3ccc(OC)cc13)OC(CC)C2 (stereo unspecified)	8%
CCN(CC)C(=O)CC(c1ccccc1)c1ccco1 (stereo unspecified)	-4%
c1cnc(SCCCOc2ccc3ccccc3c2)nc1	-16%
CN(Cc1ccccc1)C(=O)c1cc2ccccc2o1	-6%
Cc1cccc(C)c1OCCn1nc(C(=O)O)c2ccccc2c1=O	-9%
CC(C)(C)C(=O)Nc1nc(C2CCCN2S(=O)(=O)c2ccc(Cl)cc2)cs1 (stereo unspecified)	12%
COc1cccc(C(=O)Nc2ccc(N3CCN(Cc4ccccc4)CC3)cc2)c1	-5%
COc1ccc(NC(=O)Cc2ccccc2)cc1	3%
CCN(CC)C(=O)c1cnn(-c2ccccc2)c1NC(=O)c1cccc(F)c1	5%
CCC(C)(C)n1nnnc1CN1CCC(O)(c2cccc(C(F)(F)F)c2)CC1	-12%
CC(C)CNC(=S)NNC(=O)c1ccco1	14%
COc1ccc(N2C(=O)C3CC=C(Cl)CC3C2=O)cc1 (stereo unspecified)	6%
Cc1cc(C)c(C#N)c(N2CCOCC2)n1	16%
CCN(CC)c1nc2c(s1)C(=O)CC(C)(C)C2	-4%
CCOC(=O)N1CCN(Cc2nc(N)nc(Nc3ccc(OCC)cc3)n2)CC1	0%
CCC1C(=O)CC(c2ccco2)NC1c1ccco1 (stereo unspecified)	-10%
CCn1c(SCC(=O)N2c3ccccc3Sc3ccc(Cl)cc32)nc2c1c(=O)n(C)c(=O)n2C	2%
Cc1ccc(OCC(=O)c2c(O)c3ccccc3oc2=O)cc1C	-13%
COc1ccc(-c2nnc(SCc3cccnc3)o2)cc1	-3%
CCN(CC)C(=O)c1ccc(C(=O)c2c(C)cc(C)cc2C)cc1	0%
COc1cc(C)c(S(=O)(=O)N2CCOCC2)cc1C	8%
O=C(CSc1nnc(-c2cc(-c3cccs3)nc3ccccc23)o1)NC1CCCCC1	2%
Cc1ccc(OCc2nnc(SCC(=O)c3cccs3)n2-c2ccccc2)cc1C	-8%
CCN1CCN(C(C(=O)NC2CCCCC2)c2ccc(Cl)cc2)CC1 (stereo unspecified)	-6%
c1ccc(C2CC3CC(c4ccccc4)N2O3)cc1 (stereo unspecified)	14%
CC(C)Cc1nnc(NC(=O)CCC(=O)N2CCN(c3ccccn3)CC2)s1	-5%
CCCN(CC1CC1)S(=O)(=O)c1ccc(-n2cnnn2)c(OC)c1	6%
Cc1onc(-c2c(F)cccc2Cl)c1C(=O)NC1CCSC1=O (stereo unspecified)	-8%
Cc1ccc(C(=O)CSc2nn3c(=O)c(C(C)(C)C)nnc3s2)cc1	-17%
Cc1cccc(N(CC(=O)NC2CCCC2)C(=O)c2c(C)noc2C)c1	-6%
Cc1nc(NC(=O)C2CCCCC2)sc1C	-15%
C=CCSc1nnc(-c2cnn(-c3ccccc3)c2-n2cccc2)n1C	-3%
CCN(CC)CCCN(Cc1cc2ccc(C)c(C)c2[nH]c1=O)C(=O)NC1CCCCC1	-10%
CC1CCCCC1NC(=S)Nc1ccc(SC(F)F)cc1 (stereo unspecified)	0%
COC(=O)[C@@H]1C[C@H]1[C@@H](NC(=O)c1cc(C)on1)c1ccccc1	-2%
O=C(N/N=C/C=C\c1ccco1)c1cccnc1	1%

The closing two compounds of the part before are carried over, then new ones follow:
SMILES	HT1080 viability
COC(=O)[C@@H]1C[C@H]1[C@@H](NC(=O)c1cc(C)on1)c1ccccc1	-2%
O=C(N/N=C/C=C\c1ccco1)c1cccnc1	1%
O=S(=O)(NCCSc1ccc(Cl)cc1)c1ccc(F)cc1	4%
O=C(c1cccs1)N(C(=O)c1cccs1)c1ccc(Br)cn1	0%
CCc1cc(C(=O)NNC(=S)Nc2cc(C)ccc2C)cs1	9%
COc1ccccc1OCCSc1nc(N)cc(N)n1	-7%
O=C(CN1CCCCCC1)N1c2ccccc2C=Cc2ccccc21	16%
O=c1cc(O)n(-c2ccc(F)cc2)c(=S)[nH]1	-2%
Cn1c(SCC(=O)Nc2ccc(NC(=O)c3cccs3)cc2)nnc1-c1ccncc1	-6%
Cc1nnc(NC(=O)c2c(-c3ccccc3)noc2C)s1	-10%
CC1=CC(C)(C)N(S(=O)(=O)c2ccc(F)cc2)c2ccc(C)cc21	61%*
CCOC(=O)C(C(=O)Nc1ccccc1C)C1CCCCC1 (stereo unspecified)	-12%
CCOc1ccc(N(C(=O)Cn2nnc3ccccc32)C(C(=O)NC(C)(C)CC)c2cccn2C)cc1 (stereo unspecified)	15%
CCCCCOC(=O)CC(C(=O)OCCCCC)N1CCCCC1 (stereo unspecified)	-5%
COc1ccc(OC)c(NC(=O)Nc2cccc3ccccc23)c1	-3%
COc1ccc(C(=O)Nc2ccccc2C(=O)N(Cc2ccco2)C(C(N)=O)C(C)C)cc1 (stereo unspecified)	8%
O=C1CCC2c3ccc4ccccc4c3CCN12 (stereo unspecified)	2%

Of the compounds above, 3 contain a tert-butyl group.
SMILES	HT1080 viability
COc1ccccc1C(=O)Oc1ccc(C(C)(C)C)cc1	1%
CC(C)(C)C(=O)Nc1nc(C2CCCN2S(=O)(=O)c2ccc(Cl)cc2)cs1 (stereo unspecified)	12%
Cc1ccc(C(=O)CSc2nn3c(=O)c(C(C)(C)C)nnc3s2)cc1	-17%

More results:
SMILES	HT1080 viability
Cc1c(NC(=O)c2ccc(Br)o2)cccc1C(=O)O	-5%
COC(=O)C1=C(CCc2ccccc2)NC(=O)NC1c1ccc(Br)cc1 (stereo unspecified)	-15%
Cn1cc(-c2nnc(-c3ccccc3)o2)c2ccccc21	-3%
COC(=O)[C@@]1(C)C[C@@H]1[C@@H](NC(=O)[C@@]1(C)C[C@@H]1[C@@H](NC(=O)[C@@]1(C)C[C@@H]1[C@@H](NC(=O)[C@@]1(C)C[C@@H]1[C@@H](NC(=O)OCc1ccccc1)c1ccccc1)c1ccccc1)c1ccccc1)c1ccccc1	-1%
N#C/C(=C\c1ccc(Sc2nc3ccccc3[nH]2)o1)c1ccccc1	3%
COc1cc(NC(=O)CCc2c(C)nc3nc(C)nn3c2C)cc(OC)c1	4%
CCc1nnc(NC(=O)CN2CCN(c3cccc(OC)c3)CC2)s1	-7%
CCC(C(=O)NCc1ccccc1OC)n1nc(C)n2c(cc3occc32)c1=O (stereo unspecified)	-12%
CCOCCCNC(=O)C(NC(=O)CNC(C)=O)c1ccc(C)cc1 (stereo unspecified)	2%
Cc1[nH]n2c(=O)cc(-c3ccc([N+](=O)[O-])cc3)nc2c1-c1ccccc1	12%
CC(NC(=O)CN1CCCC1)C12CC3CC(CC(C3)C1)C2 (stereo unspecified)	10%
COc1cccc(-n2nnnc2SCC(=O)NC2CCCC2)c1	-5%
Cc1cccc(C)c1NC(=O)Cn1c(CN2CCCCC2)nc2ccccc2c1=O	9%
COc1ccc(OC)c(NC(=O)C2CCN(Cc3cnn(-c4ccccc4)c3-n3cccc3)CC2)c1	0%
COc1ccc(N(CC(=O)Nc2cccc(C(F)(F)F)c2)S(C)(=O)=O)cc1	-5%
C=CCN1C(=NC(=O)CC)SC2CS(=O)(=O)CC21 (stereo unspecified)	-5%
CCc1nn(-c2ccccc2)c(N)c1-c1ccc(OC)c(OC)c1	-4%
OC(COc1ccc2c(c1)CCC2)CN1CCN(c2cccc(Cl)c2)CC1 (stereo unspecified)	0%
CCCCn1c(-c2ccncc2)nc2c1c(=O)[nH]c(=O)n2CC(C)C	-5%
Cc1ccc(C(=O)c2c(C)oc3c2C(=O)C(=O)c2ccccc2-3)cc1	-5%
CC(=O)C1=C(C)NC(=O)NC1c1cccs1 (stereo unspecified)	6%
CCC(=O)/C=C1/Sc2ccc(OC)cc2N1CC	-4%
c1ccc(CNc2ncnc3sc4c(c23)CCC4)nc1	-1%
Cc1ccc(NC(=O)C(C)Sc2nnc(-c3cccnc3)n2-c2ccccc2)cc1 (stereo unspecified)	4%
CCCn1c(SCC(=O)N2c3ccc(F)cc3CCC2C)nnc1-c1ccccn1 (stereo unspecified)	-6%
COc1ccc(CNC(=O)C(c2ccc(C)o2)N(Cc2cccs2)C(=O)Cc2cccs2)cc1 (stereo unspecified)	5%
Cc1cc(=O)oc(C)c1C(=O)NCc1ccccc1	-3%
c1ccc2c(c1)Sc1ccccc1-n1cnnc1-2	5%
CCOCc1nnc(NC(=O)c2ccc(OC)cc2)s1	8%
CC1CCN(C(=O)c2ccc3c(c2NCCO)C(=O)c2ccccc2C3=O)CC1	-18%
O=C(CCCN1C(=O)c2ccccc2C1=O)Oc1ccc(Cl)cc1	0%
CC(C)OC(=O)C1CC=CCC1C(=O)Nc1ccc(Cl)cc1 (stereo unspecified)	-12%
O=C(CSc1nnnn1-c1ccc(F)cc1)Nc1ccc(N2CCOCC2)c(Cl)c1	-6%
O=C(/C=C/NNC(=O)c1ccc(Br)cc1)c1ccccc1	15%
CCc1ccc(NC(=O)c2ccccc2NC(=O)C2CCCO2)cc1 (stereo unspecified)	-6%
COc1ccc(CNC(=O)CN(Cc2ccccc2)C(=O)c2csnn2)cc1	-13%
Cc1ccc(S(=O)(=O)Nc2cc(C)c(O)c(S(=O)(=O)c3ccc(C)cc3)c2)cc1	1%
O=C(O)C1SCCN1S(=O)(=O)c1ccc2ccccc2c1 (stereo unspecified)	-7%
Cn1c(=O)c2c(nc(Sc3ncccn3)n2Cc2ccccc2Cl)n(C)c1=O	19%
COC(=O)c1ccc(C(NC(=O)OCc2ccccc2)/C(=C/[C@@H](C)C(=O)NCc2ccccc2)C(F)(F)F)cc1 (stereo partly specified)	-9%
O=C(CNC1CCCCC1)N1CCc2ccccc2C1	-1%
O=C(NCC(=O)N(Cc1ccccc1)C(C(=O)NC1CCCCC1)c1ccco1)c1ccco1 (stereo unspecified)	18%
CC1(C(=O)NCC2CC2)C=CC2(CCCCC2)N1C(=O)c1ccccc1 (stereo unspecified)	-14%
Cc1cccc(C)c1N(CC(O)Cn1c2ccccc2c2ccccc21)S(C)(=O)=O (stereo unspecified)	0%
O=c1[nH]c2ccccc2nc1C(Cl)c1ccccc1 (stereo unspecified)	-11%
O=C1c2ccsc2SCCN1Cc1c(Cl)cccc1Cl	22%
CC(C)OC(=O)c1cccc(NC(=O)c2ccccc2)c1	-4%
CCOC(=O)c1[nH]c(C)c(C(=O)OCC(=O)N(CC)C2CCS(=O)(=O)C2)c1C (stereo unspecified)	-9%
O=C(Nc1cccc(-c2nnc(-c3ccco3)o2)c1)C(c1ccccc1)c1ccccc1	-1%
CCOC(=O)c1[nH]c2cc(OC)c(OC)cc2c1NC(=O)CN1CCN(c2ccc(OC)cc2)C(C)C1 (stereo unspecified)	-15%
COc1ccc(C(=O)c2c(C(F)(F)F)oc3c2C(=O)c2ccccc2C3=O)cc1	-6%
O=c1cc(-c2ccccc2)nc2nc[nH]n12	-8%
COc1ccc(CNc2ccc(C)cc2)cc1Br	-8%
COc1cc(-c2noc(CCCC(=O)NCc3ccccc3)n2)cc(OC)c1OC	7%
O=C(CSc1nnc(-c2cccnc2)n1-c1ccccc1)Nc1ccccc1	-6%
Cc1ccc(S(=O)(=O)NCC(=O)N2CCN(c3ccccn3)CC2)cc1	-8%
Cc1cccc(NC(=O)Nc2ccc(Oc3c(F)c(F)c(F)c(F)c3F)cc2)c1	-19%
C=CCC(C#Cc1ccc(C)cc1)N(CC)CC (stereo unspecified)	-13%
O=C(c1cnccn1)N(Cc1ccco1)C1(C(=O)NC2CCCC2)CCCCC1	-1%
O=C(Nc1ccc(Cl)cc1)N1CCc2[nH]c3ccccc3c2C1	-3%

Entries shown so far that contain bromine (five):
SMILES	HT1080 viability
O=C(c1cccs1)N(C(=O)c1cccs1)c1ccc(Br)cn1	0%
Cc1c(NC(=O)c2ccc(Br)o2)cccc1C(=O)O	-5%
COC(=O)C1=C(CCc2ccccc2)NC(=O)NC1c1ccc(Br)cc1 (stereo unspecified)	-15%
O=C(/C=C/NNC(=O)c1ccc(Br)cc1)c1ccccc1	15%
COc1ccc(CNc2ccc(C)cc2)cc1Br	-8%

The results go on:
SMILES	HT1080 viability
c1ccc(CN(Cc2cccs2)C(c2cccs2)c2nnnn2C2CCCC2)cc1 (stereo unspecified)	-23%
CC(C)(C)OC(=O)N1CC(O)CC1C(=O)OCC(=O)c1ccccc1 (stereo unspecified)	13%
Cc1nc2c(C(=O)N3CCOCC3)cnn2c(C)c1Cc1cccc(Cl)c1	6%
CCC(=O)n1nc(-c2ccccc2)nc1N	-17%
COc1ccc(Nc2nc3ccccc3n3nnnc23)cc1	7%

Compound activity from PubChem.
